M1AAP inhibition: P. falciparum M1AAP inhibitors, biochemical, fluorogenic H-Leu-NHMec substrate, 1536-well (AID 1445) | inhibition, % at 30 µM, or IC50 in µM where a hit was titrated | recombinant M1AAP, H-Leu-NHMec fluorogenic kinetic assay; higher % means a stronger effect | hit rate 0.42% among 220,000;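 active = primary inhibition above the hit cutoff, then over 50% inhibition at one or more dose response concentrations, cut at about 23% in these data, passing the limit was not always enough; inconclusive = conflicting primary data, or primary hits not chosen for dose response; inactive = low primary inhibition, or under 50% at every dose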;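 also: plate controls were DMSO full reaction for no effect and no enzyme background for full effect; strong numbers were not always called active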
PMI inhibition: human PMI inhibitors, high substrate, primary screen, biochemical, fluorescence intensity, high mannose 6-phosphate (AID 1220); recombinant PMI enzyme, coupled fluorescence intensity; higher % means a stronger effect; inhibition, % at 20 µM, or IC50 in µM where a hit was titrated; hit rate 0.66% among 190,000
M17LAP inhibition: P. falciparum M17LAP inhibitors, primary screen, biochemical, fluorogenic H-Leu-NHMec substrate, 1536-well (AID 1619). recombinant M17LAP, H-Leu-NHMec fluorogenic kinetic assay; higher % means a stronger effect. one-dose inhibition, % at 30 µM; IC50 in µM for titrated hits. hit rate 0.38% among 220,000;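 active = compound inhibiting the enzyme by more than half at any dose during confirmatory dose-response retesting; inconclusive = strong single-dose inhibitors picked by rank but not retested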;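 also: plate controls were full reaction with DMSO carrier for no effect and no enzyme background for full effect; strong numbers were not always called active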
XIAP antagonists: XIAP antagonists, biochemical, IAP family, fluorescence polarization (AID 1018). XIAP BIR domain, fluorescence polarization peptide displacement; higher % means a stronger effect. displacement, % at 20 µM, or IC50 in µM where a hit was titrated. hit rate 0.007% among 200,000; in the data active = displacement above about 50%; also: a part of the inactive calls stands beside numbers as strong as those of hits
PMI inhibitors: MPI enzyme activity inhibition – biochemical, fluorescence intensity, coupled assay, primary screen (AID 1209). inhibition, % at 20 µM, or IC50 in µM where a hit was titrated. hit rate 0.42% among 190,000. purified PMI enzyme, coupled fluorescence intensity; higher % means a stronger effect;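 also: plate controls were DMSO vehicle for no effect and wells lacking substrate for full effect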
TNAP activation fold: human TNAP enzyme activators, primary screen, biochemical, luminescent, no phosphate acceptor, uHTS (AID 1001). purified TNAP, luminescent activation assay, no phosphate acceptor; higher activation fold means a stronger effect. one-dose activation fold at 20 µM; EC50 in µM for titrated hits. hit rate 0.03% among 200,000; in the data active = activation fold from about 3, or a potency from the dose series; inactive = the rest, 99 in 100 with activation fold below about 1.6; also: many of its hits are not listed in these tables
UTI89 phage lysis: protection from phage-mediated lysis, alamar blue read-out – E. coli UTI89, K1F phage, bacterial capsule biogenesis inhibitors (AID 488966). E. coli UTI89 K1F phage lysis, alamar blue, 2 h; higher % means a stronger effect. one-dose inhibition, % at 100 µM; IC50 in µM for titrated hits. hit rate 0.02% among 340,000;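 active = phage lysis inhibition, versus mean bacterial control, above a set limit; inconclusive = no clear call, values can overlap the other calls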;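 also: capsule biogenesis inhibitors block K1F phage lysis so surviving cells raise fluorescence; higher fluorescence means more inhibition of phage lysis; actives were called in the ten point dose series up to 300 µM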
SIAH1 antagonists: Siah-1 peptide-binding antagonists, primary screen, biochemical, fluorescence polarization, rhodamine-plectin, uHTS (AID 1817). Siah-1 / rhodamine-plectin peptide fluorescence polarization; higher % means a stronger effect. one-dose displacement, % at 20 µM; IC50 in µM for titrated hits. hit rate 0.02% among 290,000;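 active = displacement of at least 50% at 20 µM, with a fluorescence ratio check between 0.3 and a set limit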;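 also: plate controls were Siah plus tracer with DMSO for no effect and tracer alone without Siah for full effect; strong numbers were not always called active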
Lipid droplet: hepatic lipid droplet formation modulation | AML12 mouse hepatocytes, oleate lipid droplets, BODIPY imaging | inhibition, % at 6.5 µM | hit rate 0.4% among 240,000;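 active = lipid droplet intensity inhibited by at least 50%, with more than 500 cells counted; inconclusive = wells with under 300 cells, treated as cytotoxic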
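material = mouse AML12 hepatocyte cell line, fixed after treatment | also added = 100 µM oleic acid challenge | doses = compound at 6.5 µM only | schedule = overnight exposure | technique = Image-based BODIPY and DAPI two-channel analysis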
Lipid droplet cells 6.5 µM: further read-out of Lipid droplet, marked with its call; cell count; measured here: cell count, cytotoxicity flag;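 cells counted across two imaged fields per well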
* hit, by the source's call; u = inconclusive; x = not tested or not shown; [ ] = remark or other dose. Rule as the data show it, unless noted: active = inhibition above about 50%; inactive = the rest.

Below each compound: M1AAP inhibition	PMI inhibition	M17LAP inhibition	XIAP antagonists	PMI inhibitors	TNAP activation fold	UTI89 phage lysis	SIAH1 antagonists	Lipid droplet	Lipid droplet cells 6.5 µM
#1 CCN(CC)c1nc(-c2cccc(OC)c2O)nc2ccccc12
    8%	11%	4%	-3.3%	10%	1	5.0%	1%	x	x
#2 O=Cc1ccccc1OCCOc1ccccc1C=O
    u	-9%	14%	-5.7%	-2%	1.1	0.5%	2%	-26	719
#3 COC(=O)c1nnn(CC(=O)NC(=O)Nc2ccccc2)c1C(=O)OC
    -1%	-7%	10%	0.8%	-4%	1.1	1.5%[50 µM]	4%	14	711
#4 COCc1[nH]nc2c1C(C1C=CCCC1)C(C#N)=C(N)O2 (stereo not given)
    6%	0%	5%	-2.9%	1%	0.9	0.3%[50 µM]	0%	7	792
#5 COc1cc(Cl)c(S(=O)(=O)n2cnc(C)c2)cc1Cl
    11%	-5%	13%	-10%	-5%	1	1.3%	-1%	-5	698
#6 CCOc1cc(C(=S)N2CCOCC2)ccc1OS(=O)(=O)c1ccccc1[N+](=O)[O-]
    -1%	4%	-20%	1.5%	7%	1.1	0.1%	-8%	-41	615
#7 C=CCn1c(SCC(=O)OCC)nc2cc(C(=O)NCc3ccco3)ccc2c1=O
    6%	-4%	-9%	-7.1%	-1%	1.1	0.4%	4%	x	x
#8 CCOC(=O)c1oc2ccc(Br)cc2c1CSc1nnc(C)s1
    2%	2%	5%	-6.0%	-19%	1.1	0.1%	0%	x	x
#9 CCC(=O)NC(=S)Nc1ccc2oc(-c3ccc(OC)cc3)nc2c1
    -3%	2%	-3%	-8.7%	-1%	1.1	0.5%	-5%	-37	521
#10 Cc1cccc(NC(=O)CSc2nc(C)c(Cc3ccccc3)c(=O)[nH]2)c1
    -12%	-3%	-1%	-4.3%	1%	1.1	0.8%	13%	13	718
#11 COC(=O)Nc1ccc(Cc2ccncc2)cc1
    5%	-1%	0%	-1.8%	0%	1.7	0.0%	5%	4	657
#12 Cc1cc(C)n(-c2nc(Nc3ccccc3C)nc(-n3nc(C)cc3C)n2)n1
    0%	30%	5%	-2.6%	26%	1	x	1%	x	x
#13 O=C1CC(N(Cc2ccc3c(c2)OCO3)C(=O)Nc2ccc(F)cc2)C(=O)N1c1ccccc1 (stereo not given)
    21%	4%	2%	-1.7%	10%	1	-0.6%	1%	-23	754
#14 COC(=O)c1cccc(NC(=O)c2cnoc2C)c1
    -2%	-11%	4%	-25%	-10%	1.1	0.3%	-4%	-2	686
#15 CCC(C)[C@H](NC(=O)NC1CCCc2ccccc21)C(=O)OC (stereo not given in full)
    -2%	x	-2%	x	x	x	0.4%	7%	1	734
#16 OC1(c2ccccc2F)CCN(Cc2nnnn2CCc2ccccc2)CC1
    3%	6%	19%	-1.3%	2%	1.1	1.6%	6%	-3	767
#17 CSc1nc(-c2ccc(Cl)cc2)c(C#N)c(=O)[nH]1
    5%	1%	4%	-2.0%	-9%	1.1	-0.1%	8%	20	736
#18 C=CCN(c1ccc(C(=O)NC(C)C)cc1)S(C)(=O)=O
    1%	-3%	-4%	-4.7%	3%	1.1	3.8%	-1%	12	776
#19 Cc1cccc(NC(=O)C2CC(=O)N(c3ccccc3)C2)c1C (stereo not given)
    -4%	-11%	-5%	-4.7%	-14%	1	0.3%	-3%	x	x
#20 CSc1nc(C)cc(OCNC(=O)c2cccs2)n1
    -5%	-8%	7%	-7.4%	-2%	1.1	0.1%	5%	x	x

Screen by screen, from the results shown:
Entries 6–17 in M1AAP inhibition read -1%, 6%, 2%, -3%, -12%, 5%, 0%, 21%, -2%, -2%, 3%, 5%
Entries 6–17 in Lipid droplet cells 6.5 µM read 615, x, x, 521, 718, 657, x, 754, 686, 734, 767, 736
Entries 6–17 in TNAP activation fold read 1.1, 1.1, 1.1, 1.1, 1.1, 1.7, 1, 1, 1.1, x, 1.1, 1.1

(further entries)
Below each compound: M1AAP inhibition	PMI inhibition	M17LAP inhibition	XIAP antagonists	PMI inhibitors	TNAP activation fold	UTI89 phage lysis	SIAH1 antagonists	Lipid droplet	Lipid droplet cells 6.5 µM
#21 Cc1cc(C)c2c(CN3CCN(Cc4ccc5c(c4)OCO5)CC3)cc(=O)oc2c1C
    -2%	-1%	-4%	-4.9%	-4%	1	1.2%	-2%	x	x
#22 COc1ccccc1Nc1nnc(SCC(=O)Nc2cc(C)on2)s1
    2%	0%	8%	-4.7%	7%	1.1	0.3%	10%	1	743
#23 NS(=O)(=O)c1ccc(N=Nc2c(O)c(C(=O)O)cc3ccccc23)cc1
    2%	x	7%	x	x	x	-0.1%	5%	4	679
#24 Cc1nccn1-c1ccc(C=O)cc1
    5%	-2%	-8%	-7.3%	-2%	1.1	0.1%	2%	23	731
#25 COC(=O)[C@@H]1C[C@@]2(O)[C@@H](O)[C@@H](O)[C@@H](O)C[C@H]2N1Cc1ccc(-c2ccccc2)cc1
    2%	x	-6%	x	x	x	-0.3%	8%	10	730
#26 N#Cc1cnc(Sc2ccccc2)nc1
    7%	9%	-7%	-5.1%	7%	1	0.3%	-3%	-16	684
#27 O=[N+]([O-])c1ccc2c(c1)ncn2-c1ccccc1
    3%	-8%	-1%	-8.0%	-3%	1.1	5.0%	7%	12	761
#28 Nc1nnc(CCc2ccccc2)s1
    3%	-12%	-2%	-7.6%	-10%	1.1	0.1%	2%	x	x
#29 c1ccc2c(c1)nc(NCc1ccc3c(c1)OCO3)n2CCN1CCOCC1
    -1%	4%	2%	-2.8%	5%	1.1	-0.1%	-1%	-11	675
#30 Cn1nc(C(F)(F)F)c(C(=O)Nc2ccc(F)cc2)c1Cl
    8%	1%	1%	-4.7%	-4%	1.1	4.2%	20%	5	676
#31 COc1cccc(Nc2nc3ccccc3nc2NS(=O)(=O)c2cccs2)c1
    u	8%	5%	-0.1%	11%	1.1	-0.6%	1%	x	x
#32 O=C(c1ccc(-c2ccccc2)cc1)C1CCCN(C(=O)Cn2cncn2)C1 (stereo not given)
    9%	10%	-7%	-4.6%	10%	1	0.2%	0%	8	751
#33 Cc1cc(/C=N/NC(=O)c2cccc(N(C)C)c2)c(C)n1-c1cc(C(=O)O)cc(C(=O)O)c1
    8%	23%	21%	-2.2%	-8%	1.2	-0.5%	18%	20	745
#34 Cc1cc2c(cc1C)CSC(c1ccccc1O)SC2
    5%	17%	-13%	-2.4%	23%	1.1	0.2%	3%	19	765
#35 CCOC(=O)c1c(C)oc2ccc(OCC(N)=O)cc12
    -1%	10%	-3%	-6.1%	10%	1.1	0.1%	2%	-2	702
#36 O=C(OCCN1C(=O)c2ccccc2C1=O)c1ccccc1
    2%	2%	6%	-10%	-8%	1.1	0.1%	1%	-4	683
#37 CCCCc1ccc(NC(=O)c2cnccn2)cc1
    3%	-6%	12%	-5.4%	-6%	1.1	-0.2%	-2%	22	755
#38 CCc1ccccc1NC(=O)CSC1=C(C#N)C(c2ccc(O)c(OC)c2)C2=C(CCCC2=O)N1 (stereo not given)
    18%	-6%	-4%	-6.6%	9%	1.1	2.5%	-1%	-9	717
#39 COc1ccc2[nH]c3c(c2c1)CN(C)CC3
    -7%	6%	-6%	-1.5%	-2%	1.1	-0.5%	-2%	x	x
#40 CC(=O)c1ccc(OCCn2cnc3ccccc32)cc1
    -1%	6%	7%	-1.6%	4%	1	3.0%	0%	8	771
#41 O=C(NCc1nc(-c2ccccc2)no1)c1cccs1
    1%	7%	-12%	-4.2%	17%	1.1	5.7%	4%	-5	755
#42 CCN(CC(=O)Nc1cc(C)nn1-c1nc(C)cc(C)n1)Cc1ccccc1
    -2%	-8%	9%	-1.7%	-5%	1.1	-0.2%	-1%	2	756
#43 CC1CCc2nn(CC(=O)N3CCc4ccccc43)cc2C1 (stereo not given)
    -2%	-5%	-2%	2.1%	-3%	1.2	-2.0%	1%	x	x
#44 COc1cc(OC)c(C2N(c3ccccn3)C(=O)C3CCCN32)cc1OC (stereo not given)
    3%	13%	7%	-13%	9%	1	0.2%	-1%	x	x
#45 COC(=O)c1ccccc1NC(=O)COC(=O)CSCC(=O)N1CCOCC1
    -3%	-5%	2%	-2.3%	-9%	1.1	0.6%	0%	x	x
#46 O=C1NCCCc2c1oc1cc(Br)c(O)c(Br)c21
    17%	38%	-13%	-11%	38%	1.1	4.0%	-3%	1	699
#47 CCOc1ccc(Br)cc1S(=O)(=O)NCc1ccc(S(N)(=O)=O)cc1
    4%	8%	-3%	-7.1%	5%	0.5	0.1%	-4%	-13	560
#48 COc1cc(NS(=O)(=O)c2ccc(NC(=S)NC(=O)/C=C/c3ccco3)cc2)ncn1
    31%	22%	9%	-4.7%	13%	1.1	-0.7%	6%	16	690
#49 O=C(CN1CCCCCC1)Nc1ccc(S(=O)(=O)N2CCOCC2)cc1
    3%	2%	-6%	0.4%	-3%	1.1	0.3%	5%	9	712

Of the compounds above, these have an aryl methoxy group.
Below each compound: M1AAP inhibition	PMI inhibition	M17LAP inhibition	XIAP antagonists	PMI inhibitors	TNAP activation fold	UTI89 phage lysis	SIAH1 antagonists	Lipid droplet	Lipid droplet cells 6.5 µM
#1 CCN(CC)c1nc(-c2cccc(OC)c2O)nc2ccccc12
    8%	11%	4%	-3.3%	10%	1	5.0%	1%	x	x
#5 COc1cc(Cl)c(S(=O)(=O)n2cnc(C)c2)cc1Cl
    11%	-5%	13%	-10%	-5%	1	1.3%	-1%	-5	698
#9 CCC(=O)NC(=S)Nc1ccc2oc(-c3ccc(OC)cc3)nc2c1
    -3%	2%	-3%	-8.7%	-1%	1.1	0.5%	-5%	-37	521
#22 COc1ccccc1Nc1nnc(SCC(=O)Nc2cc(C)on2)s1
    2%	0%	8%	-4.7%	7%	1.1	0.3%	10%	1	743
#31 COc1cccc(Nc2nc3ccccc3nc2NS(=O)(=O)c2cccs2)c1
    u	8%	5%	-0.1%	11%	1.1	-0.6%	1%	x	x
#38 CCc1ccccc1NC(=O)CSC1=C(C#N)C(c2ccc(O)c(OC)c2)C2=C(CCCC2=O)N1 (stereo not given)
    18%	-6%	-4%	-6.6%	9%	1.1	2.5%	-1%	-9	717
#39 COc1ccc2[nH]c3c(c2c1)CN(C)CC3
    -7%	6%	-6%	-1.5%	-2%	1.1	-0.5%	-2%	x	x
#44 COc1cc(OC)c(C2N(c3ccccn3)C(=O)C3CCCN32)cc1OC (stereo not given)
    3%	13%	7%	-13%	9%	1	0.2%	-1%	x	x
#48 COc1cc(NS(=O)(=O)c2ccc(NC(=S)NC(=O)/C=C/c3ccco3)cc2)ncn1
    31%	22%	9%	-4.7%	13%	1.1	-0.7%	6%	16	690

Bioassay records as filed in PubChem.

An unsorted share of the library; 1.9% or so of the library scored in one or more.
